EPAC1 antagonist = antagonists of human EPAC1 | Potency, µM (doses to about 115 µM), for inactives: top-dose activity change, negative = inhibition, actives largely listed as inhibitors | 0.14% of 360,000 active | AID 720709 | EPAC1 GEF assay, Rap1b-BODIPY-GDP exchange fluorescence | O95398;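 note: potency is the fitted concentration of half-maximal effect; plate controls were vehicle for no effect and positive control for full effect; nearly all actives have a fitted effect of over 50% in size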
CCT modulator = modulators of cytosolic chaperonin (CCT/TRiC) activity. activity change, % (test concentration not listed), hits read low. purified chaperonin ATPase assay, HTRF ADP detection, 30 min. 0.3% of 360,000 active; in the data active = activity change below about -30%; note: % is set by controls: 0 for no effect and ±100 for the full control effect
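Nucleotide hydrolysis assay: TRiC at 20–40 nM final (set by batch activity) with 10 uM ATP, 30 min at 37 °C, in presence of 76 uM compound. Detection by competitive ADP HTRF, 30 min ambient.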
PI5P4K alpha inh = blocks human PI5P4K alpha kinase activity | P48426 | AID 652105 | PI5P4Kalpha enzyme, ADP-Glo luminescence, 60 min; hits give low values | 1.2% of 330,000 active | max response, %; active = max response of -50% or lower; inconclusive = between -30% and -50%; inactive = -30% or higher; note: value at the top dose of about 77 µM; % is set by controls: 0 for no effect and ±100 for the full control effect
Target sequence (P48426 whole entry, looked up): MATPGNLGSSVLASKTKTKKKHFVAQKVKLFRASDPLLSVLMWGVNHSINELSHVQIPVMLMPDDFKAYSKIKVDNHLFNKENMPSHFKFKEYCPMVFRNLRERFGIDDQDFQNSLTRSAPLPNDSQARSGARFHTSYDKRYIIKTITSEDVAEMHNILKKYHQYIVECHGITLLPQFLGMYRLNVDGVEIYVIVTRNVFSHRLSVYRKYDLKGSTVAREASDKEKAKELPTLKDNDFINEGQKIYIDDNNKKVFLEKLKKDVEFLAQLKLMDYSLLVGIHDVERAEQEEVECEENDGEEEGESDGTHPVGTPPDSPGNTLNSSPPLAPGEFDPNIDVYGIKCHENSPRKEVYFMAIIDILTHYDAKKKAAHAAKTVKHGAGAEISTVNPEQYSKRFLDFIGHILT
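Quantitative HTS of the MLSMR library against PI5P4Kalpha with substrate. ATP added last at 5 microM final; room temperature, 60 minutes. Remaining ATP depleted, ADP converted and read as luminescence.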
IL-2 act = activates IL-2 in a cell-based reporter assay; IL-2 activation reporter assay, cell-based qHTS; stimulated with anti-CD3/CD4/CD28 beads; in transgenic mouse T cells; activation, % (series mostly up to about 46 µM); 0.065% of 360,000 active; AID 652025; in the data active = activation above about 50%; inconclusive = mostly about 30% to 49%; note: 0% is about no effect
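Using fluorescent plate cytometry, EGFP and DsRed are detected in transgenic mouse T cells stimulated 18 h at 37 degrees C with antibody-coated beads after 60 min compound pretreatment.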
EPAC2 agonist = EPAC2 (human) agonism | Potency, µM (top dose mostly 154 µM), without a hit: top-dose activation, usual class: activators | EPAC2 activation, biochemical qHTS; response scale: 100% = 6.5 mM cAMP response | 0.079% of 360,000 active; note: potency is the fitted concentration of half-maximal effect; nearly all actives have a fitted effect of over 50% in size
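Fluorescence exchange assay: 100 nM EPAC2 with 250 nM RAP1B-BODIPY-GDP and 50 uM GDP; compounds tested as a concentration-titration series (qHTS). Loss of Rap1-bound BODIPY-GDP fluorescence read at 480/540 nm; data normalized to 6.5 mM cAMP.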
EPAC1 agonist = EPAC1 (human) agonism; EPAC1 agonist qHTS, biochemical assay; response scale: 100% = response to 6.5 mM cAMP; O95398; Potency, µM (series often up to 154 µM), for the others: top-dose activation, actives largely listed as activators; 0.073% of 360,000 active; note: potency is the fitted concentration of half-maximal effect; nearly all actives have a fitted effect of over 60% in size
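Multi-concentration qHTS readout: loss of Rap1B-bound BODIPY-GDP fluorescence driven by 100 nM EPAC1 with excess GDP (50 uM), monitored kinetically at room temperature; agonist response expressed relative to 6.5 mM cAMP.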
WRN helicase inh = inhibitors of human WRN helicase | AID 651768 | Q14191 | Potency, µM (highest dose often 114 µM), without a hit: at the highest dose activity change, negative = inhibition, most hits filed as inhibitors | 0.46% of 360,000 active | WRN helicase unwinding, fluorescent forked duplex, kinetic; note: potency is the fitted concentration of half-maximal effect; % is set by controls: 0 for no effect and ±100 for the full control effect; nearly all actives have a fitted effect of over 55% in size
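Fluorescence dequenching readout, ex 525 nm/em 598 nm, kinetic mode: forked duplex DNA (100 nM final) with adjacent fluorophore and quencher unwound by WRN (20 nM final) with 2 mM ATP. Compound preincubation 15 min, room temperature.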
PLK1 PBD inh = blocks phosphopeptide binding to human PLK1 polo-box domain; P53350; Plk1 PBD binding of FITC phosphopeptide, fluorescence polarization; Potency, µM, inactives show max response, negative = inhibition, actives largely listed as inhibitors; 2.8% of 360,000 active; AID 720504; note: potency is the fitted concentration of half-maximal effect; series mostly up to about 57 µM; % is set by controls: 0 for no effect and ±100 for the full control effect; nearly all actives have a fitted effect of over 65% in size
Target sequence (P53350 whole entry, looked up, the tested form may be a part): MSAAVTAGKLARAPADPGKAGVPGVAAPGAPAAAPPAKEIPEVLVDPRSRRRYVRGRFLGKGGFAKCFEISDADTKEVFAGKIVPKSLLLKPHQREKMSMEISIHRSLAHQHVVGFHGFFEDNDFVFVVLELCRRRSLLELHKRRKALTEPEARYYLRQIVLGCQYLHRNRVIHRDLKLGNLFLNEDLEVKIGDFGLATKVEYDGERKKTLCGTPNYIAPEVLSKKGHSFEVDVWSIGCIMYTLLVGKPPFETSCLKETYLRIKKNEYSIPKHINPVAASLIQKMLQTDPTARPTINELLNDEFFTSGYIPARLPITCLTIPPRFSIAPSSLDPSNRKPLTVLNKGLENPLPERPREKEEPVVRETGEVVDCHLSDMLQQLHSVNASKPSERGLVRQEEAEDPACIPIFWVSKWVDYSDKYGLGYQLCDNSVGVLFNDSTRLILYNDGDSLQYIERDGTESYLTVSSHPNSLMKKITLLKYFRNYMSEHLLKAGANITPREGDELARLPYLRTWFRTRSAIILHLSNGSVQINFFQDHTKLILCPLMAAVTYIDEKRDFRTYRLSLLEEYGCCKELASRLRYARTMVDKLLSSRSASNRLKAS
* = called active by the depositor; ? = inconclusive; . = not tested or not shown; [ ] = remark or other dose. Unless noted, calls come from the whole dose curve; as a rule, active = well fitted curve in the direction sought with a large enough effect; inconclusive = small, poorly fitted or top-dose-only effect, or another doubt; inactive = no such curve, though single readings can be large; an effect the other way counts as inactive or inconclusive.

SMILES | EPAC1 antagonist | CCT modulator | PI5P4K alpha inh | IL-2 act | EPAC2 agonist | EPAC1 agonist | WRN helicase inh | PLK1 PBD inh
CC1(C)CC2CC(C)(CN2C(=O)c2cccs2)C1 (centres undefined) | 1% | -2.7 | 2 | -1.5 | -5% | 6% | -2% | -22%
NC(=O)NN=C1C2CCCC1C(c1ccccc1)NC2c1ccccc1 (centres undefined) | -13% | 1.8 | 4 | -1.9 | 15% | 3% | -11% | 3%
O=C1C2C(C(=O)N1Cc1ccco1)C1C=CC2C12CC2 (centres undefined) | 10% | -1.0 | . | 3.2 | 6% | -7% | -5% | -14%
COc1ccc(OC)c(NC(=O)c2cccc(NC(=O)c3ccccc3)c2)c1 | -22% | -1.1 | -2 | -3.4 | 12% | -1% | 2% | 0%
Cc1cc(NC(=O)CCC(=O)N(c2ccc(C)c(F)c2)C(C(=O)NC2CCCC2)c2ccco2)no1 (centres undefined) | 22% | -1.1 | 0 | -0.1 | 7% | 3% | 12% | -6%
COc1ccccc1/C=C/C=NC1C(=O)N(c2ccccc2)[N+](C)=C1C (centres undefined) | 6% | -0.7 | -1 | 0.2 | 6% | -3% | -16% | -5%
O=C(NC1=NCCS1)c1ccccc1OCc1ccccc1Cl | ? | -2.7 | 5 | -0.4 | 11% | 9% | -7% | -12%
Nc1nonc1C(=O)OCC(=O)N1CCOCC1 | -14% | -0.2 | . | -0.6 | 8% | -7% | 2% | 1%
COc1ccc(C(=O)NC(C(=O)NCc2ccccc2OC)C(C)C)cc1 (centres undefined) | -3% | -0.7 | 1 | -0.4 | 10% | -1% | 4% | -2%
CC(C)=CCSc1nnc(CCNC(=O)OC(C)(C)C)o1 | -5% | -0.5 | . | -1.3 | 2% | -1% | -4% | -11%
CCSC1=N/C(=C\c2ccc(-c3ccccc3[N+](=O)[O-])o2)C(=O)S1 | -4% | -4.5 | 1 | -2.5 | 5% | 11% | -15% | -18%
CCOc1cc(/C=C/C(=O)OCC(=O)N(CC)C2CCS(=O)(=O)C2)cc(Cl)c1OC (centres undefined) | -2% | -0.3 | 3 | 0.4 | 4% | 1% | 0% | -3%
CC(C)Cc1nnc(N)s1 | 22% | -1.3 | 2 | -2.7 | 2% | 2% | -5% | 7%
COc1ccccc1NC(=O)CSc1nnc2ccccn12 | 15% | -0.9 | -1 | 0.2 | 6% | 6% | 1% | 3%
Cn1c(N)c(C(=O)c2ccc(Cl)cc2)c(=O)n(C)c1=O | -10% | -3.1 | 5 | 0.1 | 7% | -2% | -21% | -13%
N#Cc1ccc(-c2ccccc2)nc1SCC(=O)c1cccc(Cl)c1 | -2% | -0.7 | -2 | -1.2 | 28% | -3% | 8%[57.1 µM] | -5%
COc1cc(/C=C2\C(=O)NN(c3ccccc3)C2=O)cc([N+](=O)[O-])c1O | -9% | -2.0 | -70* | -1.1 | -1% | 6% | ? | ?
CC1(C)CC(=O)C2=C(C1)OC(N)=C(C#N)C2C1CC=CCC1 (centres undefined) | 3% | -5.2 | . | -0.6 | 0% | 5% | -6% | -8%
O=C(NC(=S)N1CCCC1)c1ccc(Cl)cc1 | -7% | -0.2 | -10 | -1.0 | -1% | -2% | -2% | 2%
O=C1c2ccc([N+](=O)[O-])cc2C(=O)N1Cc1cccnc1 | 1% | -0.7 | -2 | -3.0 | -4% | -8% | 10% | -6%
COc1ccccc1/C=C/C(=O)OC(C)CN1CCOCC1 (centres undefined) | 9% | -20 | 0 | -1.1 | 2% | 2% | 2% | -5%
CCCOc1ccc(-c2c(C(=O)N/N=C/c3cccs3)nnn2-c2nonc2N)cc1 | -9% | -0.9 | 1 | -4.6 | -2% | -3% | -2% | 2%
COCCNC(=O)[C@@]1(C)C=C[C@@H](Cc2ccccc2)N1C(=O)c1ccccc1 | -10% | -2.4 | -2 | -2.1 | 4% | -1% | -1% | -10%
CC(=O)N1CCC(C(=O)N2CCN(S(=O)(=O)c3ccc(F)cc3)CC2)CC1 | 3% | -0.6 | 1 | 0.4 | 7% | -14% | -19% | -7%
Cn1cnnc1SCC(=O)Nc1ccc(S(=O)(=O)N2CCCC2)cc1 | -12% | -0.6 | . | 2.6 | 4% | 2% | -8% | -4%
N#CC(=C(c1ccccc1)c1ccccc1)c1ccccc1 | 2% | -1.0 | 5 | -4.0 | 6% | 8% | 7% | 3%
C=CCNC(=O)CN1C(=O)CSc2ccc(S(=O)(=O)N3CCOCC3)cc21 | -1% | -0.1 | -23 | 0.1 | -3% | -10% | -2% | -1%
CCCSc1ccc([C@@H]2[C@@H]3C(=O)N(CC)C(=O)[C@@H]3[C@]3(C(=O)OC)CCCCN23)cc1 | ? | 0.5 | 1 | 1.0 | 3% | -1% | -15% | -12%
O=C1CS/C(=N\c2ccccn2)N1C1CCCCC1 | 7% | 0.4 | 4 | 0.6 | 3% | -10% | 7% | -5%
Cc1cc(NC(=O)CSCC(=O)N(C)Cc2c(F)cccc2Cl)no1 | 7% | 1.0 | 7 | -1.0 | 8% | -4% | 2% | -3%
COc1ccc(CC(=O)Nc2ccc(S(=O)(=O)Nc3ncccn3)cc2)cc1 | -3% | 1.6 | -14 | -0.8 | -1% | -12% | 1% | ?
COc1ccc(/C=C2/SC(=S)N(CCC(=O)N3CCN(C)CC3)C2=O)cc1 | -17% | -3.9 | 4 | -1.9 | 17% | 15% | 2% | -10%
CCOC(=O)C1=C(C)Nc2[nH]c(=O)[nH]c(=O)c2C1c1cccs1 (centres undefined) | 2% | -2.9 | 0 | -1.3 | 14% | 7% | -3% | -5%
O=C(CCc1nnc2n(Cc3ccc(F)cc3)c(=O)c3ccccc3n12)NCCN1CCOCC1 | -20% | -0.4 | 7 | -3.3 | 6% | 6% | -4% | -16%
Clc1ccc(-c2ccn[nH]2)cc1 | 4% | -3.4 | -4 | 0.9 | 2% | 15% | -5% | -8%
CC(=O)NC(C)(CC(=O)c1ccccc1)c1ccccc1 (centres undefined) | -8% | 0.0 | 1 | 1.7 | 0% | -9% | 1% | 0%
O=C(Nc1cccc2cccnc12)c1ccccc1Br | -22% | 1.9 | 2 | 0.3 | 9% | 0% | -14% | 0%
O=C(Cc1cccs1)Nc1nnc(SCC(=O)NC2CCCCC2)s1 | 3% | -2.7 | -25 | 4.8 | 0% | 5% | -18% | -5%
O=C(COC(=O)c1cnc(Cl)c(Cl)c1)NC1CCCC1 | -7% | -1.3 | 5 | 1.6 | 4% | -9% | 5% | -11%
COc1ccc(NC(=O)CN(C)S(=O)(=O)c2ccc(Cl)cc2)cn1 | -27% | 1.0 | 3 | -0.2 | -2% | 15% | -6% | ?
COc1cccc(C(=O)Nc2ccc3c(c2)n(C)c(=O)n3C)c1 | -7% | -0.5 | 1 | 1.1 | 7% | -6% | -17% | -9%
CN(CC(=O)N1CCCC1)S(=O)(=O)c1ccc2ccccc2c1 | 2% | -0.4 | 5 | -2.7 | 12% | 5% | 3% | -3%
Nc1[nH]ncc1S(=O)(=O)c1ccccc1 | -14% | -0.6 | 2 | 0.1 | -3% | 2% | 0% | -15%
Cc1noc(C)c1NC(=O)N(C)C[C@H]1Oc2c(NC(=O)C3CC3)cccc2C(=O)N([C@H](C)CO)C[C@@H]1C | 0% | 1.6 | -3 | 0.6 | -2% | 5% | -3% | -8%
O=C(Nc1ccccc1)N1CCN(c2ccccc2)CC1 | -15% | 0.8 | -3 | 1.0 | 2% | 1% | -27% | -9%
[N-]=[N+]=CC(=O)CNC(=O)[C@@H](Cc1ccccc1)N1C(=O)c2ccccc2C1=O | 2% | -0.6 | 1 | -0.6 | 10% | 16% | -12% | -6%
CC(C)Cc1nnc(NC(=O)c2ccc3c(c2)NC(=O)C(C)S3)s1 (centres undefined) | 9% | -1.0 | -2 | -2.7 | -9% | -5% | 2% | 0%
COc1cccc(CNC(=O)C2CCN(S(=O)(=O)c3ccc4c(c3)NC(=O)C(C)S4)CC2)c1 (centres undefined) | ? | -0.7 | -1 | -0.8 | -1% | 14% | 4% | -5%
COc1ccc2c(-c3ccccc3)cc(SCC(=O)NC3CCS(=O)(=O)C3)nc2c1 (centres undefined) | -21% | 0.3 | 18 | -0.6 | 2% | 13% | -14% | -3%
CCOC(=O)C1=CCC2C(=O)N(C)C(=O)C12 (centres undefined) | -26% | -0.6 | -1 | -0.3 | -2% | -2% | -3% | -3%

Reformatted with two lines to a compound: part of the list above
Results follow in this order: EPAC1 antagonist, CCT modulator, PI5P4K alpha inh, IL-2 act, EPAC2 agonist, EPAC1 agonist, WRN helicase inh, PLK1 PBD inh
COc1ccc(NC(=O)CN(C)S(=O)(=O)c2ccc(Cl)cc2)cn1
  -27%, 1.0, 3, -0.2, -2%, 15%, -6%, ?
COc1cccc(C(=O)Nc2ccc3c(c2)n(C)c(=O)n3C)c1
  -7%, -0.5, 1, 1.1, 7%, -6%, -17%, -9%
CN(CC(=O)N1CCCC1)S(=O)(=O)c1ccc2ccccc2c1
  2%, -0.4, 5, -2.7, 12%, 5%, 3%, -3%
Nc1[nH]ncc1S(=O)(=O)c1ccccc1
  -14%, -0.6, 2, 0.1, -3%, 2%, 0%, -15%
Cc1noc(C)c1NC(=O)N(C)C[C@H]1Oc2c(NC(=O)C3CC3)cccc2C(=O)N([C@H](C)CO)C[C@@H]1C
  0%, 1.6, -3, 0.6, -2%, 5%, -3%, -8%
O=C(Nc1ccccc1)N1CCN(c2ccccc2)CC1
  -15%, 0.8, -3, 1.0, 2%, 1%, -27%, -9%
[N-]=[N+]=CC(=O)CNC(=O)[C@@H](Cc1ccccc1)N1C(=O)c2ccccc2C1=O
  2%, -0.6, 1, -0.6, 10%, 16%, -12%, -6%
CC(C)Cc1nnc(NC(=O)c2ccc3c(c2)NC(=O)C(C)S3)s1 (centres undefined)
  9%, -1.0, -2, -2.7, -9%, -5%, 2%, 0%
COc1cccc(CNC(=O)C2CCN(S(=O)(=O)c3ccc4c(c3)NC(=O)C(C)S4)CC2)c1 (centres undefined)
  ?, -0.7, -1, -0.8, -1%, 14%, 4%, -5%
COc1ccc2c(-c3ccccc3)cc(SCC(=O)NC3CCS(=O)(=O)C3)nc2c1 (centres undefined)
  -21%, 0.3, 18, -0.6, 2%, 13%, -14%, -3%
CCOC(=O)C1=CCC2C(=O)N(C)C(=O)C12 (centres undefined)
  -26%, -0.6, -1, -0.3, -2%, -2%, -3%, -3%

High-throughput results: PubChem BioAssay, National Center for Advancing Translational Sciences (NCATS)

Some of the compounds tested; the hit share may differ from the screen's.
